EPAC1 ag: EPAC1 (human) agonism. O95398. EPAC1 agonist qHTS, biochemical assay; response scale: 100% = response to 6.5 mM cAMP. Potency, µM (top dose mostly 154 µM), without a hit: top-dose activation, hits mostly activators. 360,000 compounds, 0.073% hits; also: potency is read from the fitted curve at half-maximal effect; nearly all actives have a fitted effect of over 60% in size
Target sequence (O95398 whole entry, looked up): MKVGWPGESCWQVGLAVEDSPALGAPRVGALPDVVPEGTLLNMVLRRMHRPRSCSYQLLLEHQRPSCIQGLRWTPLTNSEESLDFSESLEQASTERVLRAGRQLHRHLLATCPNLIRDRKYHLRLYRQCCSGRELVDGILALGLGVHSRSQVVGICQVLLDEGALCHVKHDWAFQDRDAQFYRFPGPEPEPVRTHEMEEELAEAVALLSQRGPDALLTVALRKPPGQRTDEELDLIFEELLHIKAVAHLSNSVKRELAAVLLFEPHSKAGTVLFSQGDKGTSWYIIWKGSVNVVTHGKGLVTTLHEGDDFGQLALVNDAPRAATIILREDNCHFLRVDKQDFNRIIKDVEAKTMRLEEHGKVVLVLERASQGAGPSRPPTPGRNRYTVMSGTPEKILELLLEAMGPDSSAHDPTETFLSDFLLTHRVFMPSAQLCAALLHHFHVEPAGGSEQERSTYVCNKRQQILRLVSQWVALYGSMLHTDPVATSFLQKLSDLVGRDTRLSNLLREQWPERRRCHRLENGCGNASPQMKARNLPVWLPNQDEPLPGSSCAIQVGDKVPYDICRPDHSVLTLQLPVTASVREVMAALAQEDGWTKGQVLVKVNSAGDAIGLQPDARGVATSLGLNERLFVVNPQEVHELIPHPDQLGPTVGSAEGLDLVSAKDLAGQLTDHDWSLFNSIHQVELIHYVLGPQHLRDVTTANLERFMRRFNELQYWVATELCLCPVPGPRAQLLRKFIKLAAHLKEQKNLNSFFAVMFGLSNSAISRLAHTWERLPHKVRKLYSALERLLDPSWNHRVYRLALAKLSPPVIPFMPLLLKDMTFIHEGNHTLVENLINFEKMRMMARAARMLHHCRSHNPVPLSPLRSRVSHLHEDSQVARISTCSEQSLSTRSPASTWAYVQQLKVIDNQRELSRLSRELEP
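Normalized to 6.5 mM cAMP, activity reflects EPAC1-catalysed release of BODIPY-GDP from Rap1B, followed kinetically over 30 min at 480 nm excitation, 540 nm emission. Reaction contained 100 nM EPAC1, 250 nM Rap1B-BODIPY-GDP, 50 uM GDP.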
PLK1 PBD block: inhibitors of human PLK1 polo-box domain binding; Plk1 PBD binding of FITC phosphopeptide, fluorescence polarization; Potency, µM, for the others: max response, negative = inhibition, most hits filed as inhibitors; 360,000 compounds, 2.8% hits; also: potency is read from the fitted curve at half-maximal effect; series mostly up to about 57 µM; % is scaled to controls: 0 for no effect and ±100 for the full control effect; nearly all actives have a fitted effect of over 65% in size
PI5P4Ka inh: inhibitors of human PI5P4K alpha; 330,000 compounds, 1.2% hits; PI5P4Kalpha enzyme, ADP-Glo luminescence, 60 min; active compounds read low; AID 652105; max response, %; P48426; active = max response of -50% or lower; inconclusive = between -30% and -50%; inactive = -30% or higher; also: value at the top dose of about 77 µM; % is scaled to controls: 0 for no effect and ±100 for the full control effect
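PI5P4Kalpha ADP-Glo assay; 5 microM ATP final; 60 min RT reaction; HEPES pH 7.4/EGTA/CHAPS, 5% DMSO; controls lacking substrate or enzyme; luminescent end-point.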
WRN inhibitor: inhibitors of human WRN helicase. AID 651768. Potency, µM (series often up to 114 µM), without a hit: at the highest dose activity change, negative = inhibition, actives largely listed as inhibitors. Q14191. WRN helicase unwinding, fluorescent forked duplex, kinetic. 360,000 compounds, 0.46% hits; also: potency is read from the fitted curve at half-maximal effect; % is scaled to controls: 0 for no effect and ±100 for the full control effect; nearly all actives have a fitted effect of over 55% in size
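Screening of the MLSMR collection measured strand separation of a quenched forked DNA duplex (100 nM) by 20 nM WRN with 2 mM ATP, all final. Compounds were preincubated with enzyme 15 min at room temperature.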
FUS yeast rescue: FUS proteinopathy suppression in yeast. Potency, µM (top dose mostly 76.6 µM), for the others: at the top dose growth rescue (activation), hits mostly activators. 390,000 compounds, 0.24% hits. S. cerevisiae FUS-expressing, growth rescue, OD600, 24 h. AID 1347120;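 also: potency is read from the fitted curve at half-maximal effect; plate controls were DMSO vehicle for no effect and reference control for full effect; nearly all actives have a fitted effect of over 55% in size; some results filed as inactive show a strong effect at the top dose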
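Galactose (2%) drives FUS expression in yeast precultured in raffinose; seeding density OD 0.005. Test compounds incubated 24hr at 30C and 99% humidity before absorbance at 600 nm was measured.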
EPAC1 antagonist: EPAC1 (human) antagonism; O95398; EPAC1 GEF assay, Rap1b-BODIPY-GDP exchange fluorescence; Potency, µM (series often up to 115 µM), without a hit: top-dose activity change, negative = inhibition, usual class: inhibitors; 360,000 compounds, 0.14% hits;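 also: potency is read from the fitted curve at half-maximal effect; plate controls were vehicle for no effect and positive control for full effect; nearly all actives have a fitted effect of over 50% in size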
Abeta rescue: restores growth of yeast expressing A-beta42 peptide | yeast expressing A-beta42, growth rescue, OD600, 48 h; response scale: 0% DMSO, 100% iron-clioquinol control | Potency, µM (doses to about 46.1 µM), for inactives: at the highest dose growth rescue, hits mostly activators | 410,000 compounds, 0.063% hits; also: potency is read from the fitted curve at half-maximal effect; nearly all actives have a fitted effect of over 55% in size
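Growth rescue measured by 600 nm absorbance after 48 h yeast culture at 30 C with compound. Values normalized between DMSO and an equimolar ferric chloride plus clioquinol control.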
IL2 activator: activators of IL-2 | IL-2 activation reporter assay, cell-based qHTS; stimulated with anti-CD3/CD4/CD28 beads; in transgenic mouse T cells | AID 652025 | 360,000 compounds, 0.065% hits | activation, % (series mostly up to about 46 µM); in the data active = activation above about 50%; inconclusive = mostly about 30% to 49%; also: 0% is about no effect
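Screening format: compound pinned onto unstimulated transgenic mouse T cells, 60 min incubation, then anti-CD3/anti-CD4/anti-CD28 bead stimulation for 18 hours at 37 degrees C, followed by EGFP and DsRed detection.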
Active calls of the source: *; ? = inconclusive; nt = not tested or not shown; [ ] = remark or other dose. Unless noted, calls follow the shape of the dose curve; as a rule, active = well fitted curve in the direction sought with a large enough effect; inconclusive = small, poorly fitted or top-dose-only effect, or another doubt; inactive = no such curve, though single readings can be large; an effect the other way counts as inactive or inconclusive.

Fields – EPAC1 ag	PLK1 PBD block	PI5P4Ka inh	WRN inhibitor	FUS yeast rescue	EPAC1 antagonist	Abeta rescue	IL2 activator
> Cc1ccc(S(=O)(=O)N2CCN(S(=O)(=O)c3ccc(C)cc3)C3OCCOC32)cc1 (stereo unspecified)
→ 6.0%	-9.9%	nt	-11.5%	23.5%	-15.7%	0.0%	2.4
> O=C(Nc1ccc2oc(-c3ccccc3F)nc2c1)c1cncc(Br)c1
→ 7.8%	-4.2%	-13.5	-7.5%	-9.3%	14.7%	-5.3%	-1.4
> Cc1ccn(S(=O)(=O)c2ccc(N3CCCC3=O)cc2)n1
→ -4.6%	-0.2%	-1.6	-1.6%	27.2%	-5.0%	-3.2%	0.0
> CC(C)CNC(=O)C1c2ccccc2Oc2ccccc21
→ -0.8%	-3.5%	3.9	6.6%	-1.5%	-8.3%	-6.7%	-0.7
> CCOC(=O)Nc1ccc2c(c1)N(C(=O)CCN1CCN(CCO)CC1)c1ccccc1CC2
→ 9.4%	-3.7%	nt	-5.9%	-6.1%	6.6%	-1.5%	-1.0
> CC(C)C1C(=O)N(Cc2cn(CCC3OCCO3)nn2)CCS(=O)(=O)N1Cc1ccc(-c2ccc(Cl)cc2)cc1 (stereo unspecified)
→ 9.4%	-16.1%	4.3	-9.3%	?	-8.6%	1.9%	-1.7
> CCOc1ccc(N(CC(=O)N2CCOCC2)S(=O)(=O)c2ccc(F)cc2)cc1
→ -1.2%	-5.5%	0.8	-24.5%	8.7%	9.7%	20.7%	-3.3
> O=C(c1cc(COc2ccc(F)cc2Cl)on1)N1C[C@H]2CC[C@H]1C2
→ 9.1%	-15.7%	2.4	-19.9%	30.6%	-9.0%	2.2%	-1.1
> C[C@H](CO)N1C[C@H](C)[C@@H](CN(C)S(=O)(=O)c2cn(C)cn2)Oc2c(NS(=O)(=O)c3ccc(F)cc3)cccc2C1=O
→ 1.6%	-17.4%	-3.6	0.7%	10.6%	2.1%	-17.6%	-0.2
> CCOC(=O)CC(NC(=O)c1ccc(C)cc1)c1ccc(C)cc1 (stereo unspecified)
→ -2.1%	-4.0%	1.3	6.4%	-2.6%	0.3%	19.2%	-0.9
> COc1cccc(CN(C)C(=O)c2cccc(OC3CCN(C4CCCC4)CC3)c2)c1
→ 12.8%	-3.0%	6.0	-0.1%	3.6%	-2.4%	-6.9%	-0.9
> Cc1cc(C(=O)Nc2ccc(F)cc2C)n(-c2ccccc2)n1
→ 1.0%	-11.0%	1.5	-6.4%	-9.0%	-5.6%	24.1%	-0.3
> CCOC(=O)c1sc(=S)n(-c2ccc3c(c2)OCO3)c1N
→ -2.5%	13.4µM*	nt	-9.6%	43.1%	-13.4%	3.7%	0.2
> O=Cc1ccc(-c2cccs2)s1
→ 8.4%	-19.7%	-2.9	-7.6%	nt	-9.2%	-0.6%	-6.0
> Cc1ccc(-n2c(CNc3ccc(C)c(Cl)c3)n[nH]c2=S)cc1
→ -8.3%	-24.4%	1.3	-1.4%	-7.2%	-15.3%	15.1%	-0.5
> COc1ccc(C(C)=O)cc1CSc1nncn1C
→ -0.8%	9.1%	-3.5	0.1%	-18.2%	6.3%	-9.9%	-1.1
> CCc1ccc2c(c1)C(C)=CC(C)(C)N2
→ -7.8%	1.7%	1.2	0.8%	3.6%	-6.4%	11.7%	0.0
> CCOCCCNC(=O)CCCC1=NS(=O)(=O)c2ccccc2N1
→ 2.7%	-5.7%	-5.2	0.4%	-3.5%	-4.3%	8.3%	5.6
> COc1ccc(-n2c(CNC(=O)c3ccc(S(=O)(=O)N4CCCC4)cc3)n[nH]c2=S)cc1
→ 9.7%	-15.3%	nt	6.7%	14.4%	1.3%	-2.0%	-1.5
> CC(C)OC(=O)CSc1nc(N)c(C#N)cc1C#N
→ 3.5%	-5.8%	-1.9	-4.6%	9.6%	-1.4%	15.2%	0.3
> CC1CCCCC12NC(=O)N(CC(=O)Nc1ccc(Cl)c(S(=O)(=O)N3CCOCC3)c1)C2=O (stereo unspecified)
→ 8.5%	-6.7%	0.3	-4.5%	28.5%	-10.0%	7.5%	1.1
> COc1cccc(NC(=O)CN(C)CC(=O)Nc2ccc3c(c2)OCO3)c1
→ 7.0%	-1.3%	6.4	-9.8%	8.3%	-5.0%	14.5%	-0.2
> CCOC(=O)c1cc(C(=O)Nc2sc3c(c2C#N)CCCC3)nn1C
→ 10.7%	21.2µM*	-10.0	3.0%	-21.2%	-21.9%	3.5%	-3.5
> COc1cc(NC(=O)COc2cc(O)c3c(c2)OC(C)(C)CC3=O)cc(OC)c1
→ -6.8%	1.4%	2.2	-1.6%	?	-15.1%	4.9%	-0.7
> CCSC1=NC(=O)/C(=C2/C=Cc3ccccc3N2CC)S1
→ -6.3%	1.2%	-1.9	1.0%	2.3%	1.3%	-6.4%	-0.5
> C/C(=N\Nc1ccc([N+](=O)[O-])cc1)c1ccco1
→ 5.4%	-5.8%	0.5	-25.9%[57.1 µM]	22.2%	-2.9%	-0.6%	0.1
> Cc1nn(-c2ccc(Cl)cc2)c(Cl)c1/C=N/NC(=O)c1ccc(NS(=O)(=O)c2cccs2)cc1
→ -8.0%	23.8µM*	-65.9*	-21.4%	27.7%	-4.8%	13.2%	-2.9
> C[C@]12CC[C@H](O)CC1=CCC1C2CC[C@@]2(C)C1CC[C@@H]2NC(=O)[C@@H](N)CO (stereo partly specified)
→ -4.7%	5.3%	-3.1	-2.5%	17.5%	-3.3%	-10.8%	-0.1
> CC(C)OC(=O)Nc1ccc(-c2ccc(NC(=O)OC(C)C)cc2Cl)c(Cl)c1
→ 5.1%	-0.3%	4.6	-1.6%	-25.8%	-16.3%	-1.3%	1.1
> O=C(Nc1ccn(-c2ccccc2)n1)c1ccccc1Br
→ 3.0%	?	-1.3	-12.8%	-0.9%	-15.3%	-9.3%	-0.2
> COc1ccc(-c2noc(CCC(=O)N3CCN(c4cc(C)ccc4C)CC3)n2)cc1
→ 24.2%	-6.1%	-6.4	0.1%	27.3%	-6.1%	1.1%	1.4
> Cc1ccccc1NS(=O)(=O)c1csc(C(N)=O)c1
→ 6.0%	3.8%	2.0	0.8%	2.2%	17.0%	1.5%	-3.5
> CC(C)=CC1C(C(=O)NCCOc2ccccc2)C1(C)C (stereo unspecified)
→ -4.1%	-1.8%	-1.3	-5.1%	6.4%	-3.1%	1.4%	1.7
> Cc1ccc(C(=O)N2CCN(c3ccc(NC(=O)c4cccnc4Cl)cc3)CC2)cc1
→ 11.6%	-6.8%	-1.4	14.5%	34.0%	10.9%	5.8%	1.2
> Cc1cc2oc(C(=O)Nc3cccnc3)c(C)c2cc1C
→ 0.3%	-17.1%	0.2	-7.6%	-2.9%	-19.1%	-0.1%	-3.5
> O=C(NCCc1ccc(Cl)cc1)C1(c2ccccc2)CC1
→ 0.1%	1.1%	-3.7	3.2%	7.3%	12.4%	-1.1%	-3.1
> CCCN(CC(=O)Nc1ccccc1OC)C(=O)CSc1nc(C)cc(C)n1
→ 10.8%	-10.7%	-4.5	-3.1%	13.7%	-21.5%	6.5%	-1.1
> Cc1ccccc1N(CC(=O)NCCSC1CCCCC1)S(=O)(=O)c1ccccc1
→ 10.2%	-0.9%	1.2	8.3%	38.1%	4.6%	-1.7%	-2.6
> Cc1ccc(S(=O)(=O)Nc2cccc(C(=O)NCC(c3ccco3)N(C)C)c2)cc1F (stereo unspecified)
→ -37.4%[inhibitor]	-11.5%	-5.2	0.5%	20.8%	0.2%	-9.7%	0.1
> COc1ccc(CNC(=O)Cn2nc(C)c3c(C)n(-c4ccc(C)cc4)nc3c2=O)cc1OC
→ -11.1%	-16.8%	-1.3	-24.8%	0.1%	5.1%	-3.4%	-1.4
> COc1ccc(/C=C(/NC(=O)c2cccc([N+](=O)[O-])c2)C(=O)O)cc1
→ -0.9%	-0.3%	7.3	-4.7%	21.4%	-1.3%	5.6%	0.0
> C[C@H](CO)N1C[C@H](C)[C@@H](CN(C)C(=O)Nc2ccccc2F)OCc2cnnn2CCCC1=O
→ 2.4%	-12.2%	2.2	0.4%	-18.5%	2.1%	1.4%	-1.7
> CCC1CCCCN1CCCNC(=O)Cn1cc2c(n1)-c1c(oc(C(=O)N3CCCC3)c1C)CC2 (stereo unspecified)
→ 4.5%	-12.4%	1.5	-4.1%	25.0%	2.9%	18.9%	-0.5
> Cc1ccc(OCc2cc(C(=O)NCc3cc(F)ccc3C)no2)cn1
→ 2.0%	-12.0%	-0.9	-2.7%	5.9%	2.0%	12.0%	-5.2
> Cc1nn(-c2ccccc2)c(N2CCCC2)c1/C=C1\N=C(c2ccccc2)OC1=O
→ 8.0%	-26.2%	6.5	-15.4%[57.1 µM]	-1.6%	10.0%	-8.8%	18.0
> COC(=O)c1ccc(NC(=S)NC2CC3CCC2C3)cc1 (stereo unspecified)
→ 14.4%	-9.8%	-4.9	-23.5%	25.3%	-20.6%	?	0.4
> CC(C)OCCCNc1ncnc2c1[nH]c1ccccc12
→ -5.5%	3.4%	nt	-20.5%	26.7%	6.4%	11.6%	-4.0
> CC(=Nc1cccc(C)c1)c1sc2ccccc2c1O
→ 29.2%	-6.8%	nt	-3.1%	10.4%	2.6%	-29.5%	1.2
> Cc1ccccc1-n1c(SC(C)C(N)=O)nnc1-c1cccnc1 (stereo unspecified)
→ 4.0%	-2.4%	nt	-5.3%	5.4%	0.3%	-7.1%	1.8
> Cc1nn(C)c(=O)c(N)c1-c1cc(-c2ccc(Cl)c(Cl)c2)n[nH]1
→ 1.1%	-1.9%	-0.1	-1.8%	-4.4%	4.1%	8.0%	-0.5
> CCCN(CCC)S(=O)(=O)c1ccc(C(=O)Nc2ccc(OCC(=O)N3CCOCC3)cc2)cc1
→ 19.7%	0.4%	-1.6	-2.5%	22.9%	-16.8%	-0.7%	1.6
> Cc1ccc(NS(=O)(=O)c2ccc(Cl)s2)nc1
→ 5.4%	-2.7%	-0.7	-3.6%	-8.4%	-6.3%	-0.4%	-1.3

Two entries drawn at random from those above:
Fields – EPAC1 ag	PLK1 PBD block	PI5P4Ka inh	WRN inhibitor	FUS yeast rescue	EPAC1 antagonist	Abeta rescue	IL2 activator
> CCOC(=O)c1cc(C(=O)Nc2sc3c(c2C#N)CCCC3)nn1C
→ 10.7%	21.2µM*	-10.0	3.0%	-21.2%	-21.9%	3.5%	-3.5
> CCCN(CCC)S(=O)(=O)c1ccc(C(=O)Nc2ccc(OCC(=O)N3CCOCC3)cc2)cc1
→ 19.7%	0.4%	-1.6	-2.5%	22.9%	-16.8%	-0.7%	1.6

Copied from the list.
Cc1nn(C)c(=O)c(N)c1-c1cc(-c2ccc(Cl)c(Cl)c2)n[nH]1 in EPAC1 antagonist reads 4.1%
Cc1ccccc1N(CC(=O)NCCSC1CCCCC1)S(=O)(=O)c1ccccc1 in EPAC1 ag reads 10.2%
